CRE-bla Fsk – CRE-bla signaling modulation under forskolin stimulation | Potency, µM (titrated, usually from 38.2 µM), for the others: top-dose activity change, negative = inhibition, hits mostly activators | actives 2.5% (n = 71,000) | CHO CRE-bla reporter (cAMP response element driving beta-lactamase), forskolin EC10, beta-lactamase ratio; active means well fitted activation curve with a large enough effect in the signal ratio, with a control signal flat, not every such curve was filed as active; inconclusive means small, poorly fitted or top-dose-only effect, or effect the other way, or a change in a side signal; the % refers to the signal ratio; further: potency means the concentration at half of the fitted maximal effect; % of control where 0% means no effect
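Forskolin analogue NKH 477 at EC10 stimulated CRE-driven beta-lactamase in CHO cells alongside compound dilution series. Beta-lactamase was measured with CCF4, excitation 405 nm, emission ratio 460/530 nm.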
FLuc inh – inhibitors of firefly luciferase; P08659; purified firefly luciferase, luminescence, 8 min; Potency, µM (series often up to 57.1 µM), without a hit: at the top dose activity change, negative = inhibition, most hits filed as inhibitors; actives 2.2% (n = 72,000); AID 411; further: potency means the concentration at half of the fitted maximal effect; on the % scale 0 is the no-effect control and ±100 the full control effect; nearly all actives have a fitted effect of over 40% in size
Target sequence (P08659 whole entry, looked up): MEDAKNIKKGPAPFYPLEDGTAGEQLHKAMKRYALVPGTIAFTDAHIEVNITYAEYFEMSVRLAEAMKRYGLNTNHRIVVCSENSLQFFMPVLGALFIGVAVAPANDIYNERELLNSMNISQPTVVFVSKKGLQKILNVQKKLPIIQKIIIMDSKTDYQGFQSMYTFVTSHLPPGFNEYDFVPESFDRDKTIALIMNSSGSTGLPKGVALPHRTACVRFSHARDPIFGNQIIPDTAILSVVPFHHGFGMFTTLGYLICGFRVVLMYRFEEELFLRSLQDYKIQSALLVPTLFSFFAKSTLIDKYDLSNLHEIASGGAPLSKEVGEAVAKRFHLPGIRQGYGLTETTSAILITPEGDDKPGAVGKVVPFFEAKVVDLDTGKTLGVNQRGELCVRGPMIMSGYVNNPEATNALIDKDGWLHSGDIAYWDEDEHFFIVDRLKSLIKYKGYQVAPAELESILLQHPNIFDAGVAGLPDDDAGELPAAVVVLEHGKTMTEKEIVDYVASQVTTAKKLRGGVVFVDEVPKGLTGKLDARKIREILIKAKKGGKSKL
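Inhibition of light generation by firefly luciferase from ATP and luciferin was profiled with concentration-response curves per sample, ATP held at 10 uM within the enzyme's linear range. Plates were read by luminescence after an 8-minute ambient incubation.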
Ub-GFP proteasome – inhibits proteasome, raising ubiquitin-GFP reporter fluorescence. Ubiquitin-GFP reporter cells, proteasome inhibition, GFP fluorescence; response scale: untreated = 0%, 10 µM MG-132 = 100%. Potency, µM (top dose mostly 45.9 µM), inactives show top-dose activation (GFP accumulation), actives largely listed as activators. 67,000 tested, under 10 active. AID 526; active means well fitted activation curve with a large enough effect, not every such curve was filed as active; inconclusive means small, poorly fitted or top-dose-only effect, or another doubt; inactive means no such curve, though single readings can be large or run the other way; further: potency means the concentration at half of the fitted maximal effect
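GFP accumulation read-out: laser plate cytometry counting ubiquitin(G76V)-GFP-expressing U2OS cells after 4 hr compound exposure at 37 °C. Titrations spanned 46 uM to 2.9 nM; 0% = basal, 100% = 10 uM MG-132; concentration-response curves fitted.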
ERK AVP block – vasopressin-driven ERK pathway inhibition. actives 0.99% (n = 72,000). AID 995. Potency, µM (highest dose often 57.5 µM), for inactives: at the highest dose activity, negative = inhibition, hits mostly inhibitors. HEK293-V1b, vasopressin-stimulated pERK AlphaScreen; further: potency means the concentration at half of the fitted maximal effect; on the % scale 0 is the no-effect control and ±100 the full control effect; nearly all actives have a fitted effect of over 55% in size
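Overnight-seeded V1b-HEK293 cells in 1% FBS got compound, then vasopressin (25 nM final, 5 min, 37C), then lysis buffer. AlphaScreen detection of phospho-ERK; activity normalized to basal and full-stimulation controls.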
HBB splicing – alters splicing of the hemoglobin beta chain | HBB splicing reporter cell assay, activation; EGFP reporter with mutant IVS2-654 intron; response scale: normalised to 500 nM splice-correcting PNA | Potency, µM (titrated, usually from 46.1 µM), for inactives: top-dose activation, hits mostly activators | actives 0.06% (n = 65,000); further: potency means the concentration at half of the fitted maximal effect; 0% is about no effect
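Compounds were applied for 2 days to HeLa EGFP-654 cells, 500/well in Optimem with 2% FCS. The reporter's EGFP is disrupted by mis-splicing of beta-globin intron IVS2-654. Readout: summed well GFP fluorescence from 488 nm laser scanning; reference was 500 nM antisense […] 654 PNA.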
Hsp90 Hop PPI – changes Hsp90-Hop TPR2A binding signal, up or down. Potency, µM (top dose mostly 57 µM), for inactives: at the top dose activity change, negative = inhibition. actives 0.44% (n = 71,000). AlphaScreen TPR2A-His6 binding biotin-Hsp90 C-terminal peptide; active means well fitted curve in either direction with a large enough effect; inconclusive means small, poorly fitted or top-dose-only effect, or another doubt; further: potency means the concentration at half of the fitted maximal effect; on the % scale 0 is the no-effect control and ±100 the full control effect; many of its hits are not listed in these tables
4-MU autofl – 4-MU region autofluorescence. actives 11% (n = 59,000). max dye-equivalent concentration, M. AID 589. compound autofluorescence, 340/450 nm, 4-MU equivalents; hits give high values; in the data active means max dye-equivalent concentration above about 10 nM; inconclusive means mostly about 1.1 nM to 9.6 nM
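Intrinsic fluorescence at 340/450 nm (ex/em) was read after 15 min at room temperature in pH 8.0, 100 mM Tris. Each compound concentration expressed as 4-MU-equivalent concentration from a six-point 4-MU standard series on each plate.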
GFP derepression – epigenetic GFP locus derepression in mouse cells | Potency, µM (highest dose often 46.1 µM), without a hit: at the top dose GFP derepression (activation) | mouse C127i GFP locus derepression, cytometry, 30 h | AID 597 | actives 0.09% (n = 68,000); further: % of control where 0% means no effect
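Read-out is the number of GFP-positive cells, scored as fluorescent objects 20 to 120 um wide, reflecting derepression of a silenced CMV-GFP reporter in murine C127i cells after 30 h compound exposure at 37 C.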
TexasRed autofl – compounds fluorescent in Texas Red spectral region; Compound fluorescence, Texas Red channel, 547/618 nm; hits give high values; max dye-equivalent concentration, M; actives 0.06% (n = 59,000); in the data active means max dye-equivalent concentration above about 10 nM; inconclusive means between about 1.1 nM and that limit
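Pin-transferred compounds and Texas Red standards go into 100 mM Tris buffer, pH 8.0. After 15 min at room temperature, plates are imaged with 547/618 nm filters. Each value is a dye-equivalent concentration derived from the per-plate dye curve.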
A350 fluor – compound fluoresces in the Alexa 350 spectral region | actives 11% (n = 59,000) | max dye-equivalent concentration, M | Compound autofluorescence, 340/450 nm, Alexa 350 dye-equivalents; hits give high values; in the data active means max dye-equivalent concentration above about 10 nM; inconclusive means mostly about 1.1 nM to 9.6 nM
Fluorescein autfl – compound autofluorescence in fluorescein spectral region; AID 593; Compound autofluorescence, 480/540 nm, fluorescein-equivalent; hits give high values; actives 0.91% (n = 59,000); max fluorescein-equivalent concentration, M; in the data active means max fluorescein-equivalent concentration above about 10 nM; inconclusive means between about 1.1 nM and that limit
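Normalized response (dye-equivalent concentration) derives from comparing each well's 540 nm emission, under 480 nm excitation, with plate-resident fluorescein standards. Compounds were held in 100 mM Tris, pH 8.0, for 15 min at room temperature.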
* = called active by the depositor; i = inactive; ? = inconclusive; nt = no result given; & = joins results of further samples; [ ] = dose if it differs, or a comment. Unless noted, the call rests on the fitted dose curve; in most records, active means well fitted curve in the direction sought with a large enough effect; inconclusive means small, poorly fitted or top-dose-only effect, or another doubt; inactive means no such curve, though single readings can be large; an effect the other way counts as inactive or inconclusive. The list is partial. The share of hits here may be higher or lower than overall.

canonical_smiles	CRE-bla Fsk	FLuc inh	Ub-GFP proteasome	ERK AVP block	HBB splicing	Hsp90 Hop PPI	4-MU autofl	GFP derepression	TexasRed autofl	A350 fluor	Fluorescein autfl
CCn1cc(C(=O)NCC2CCCO2)c(=O)c2cc(S(=O)(=O)N3CCCCC3)ccc21 (stereo unspecified)	-3%	0%	6%	-11%	-0.2%	-11%	i	2%	i	i	?
CCCCSc1nnc(-c2ccc(NC(=O)CC)cc2)n1C	-3%	-2%	2%	-5%	0.0%	-4%	i	-2%	?	i	i
COC(=O)Nc1nnc(CC(=O)Nc2ccccc2C)s1	?	0%	-2%	7%	-0.3%	-5%	i	8%	i	?	?
COc1ccc(C(=O)COC(=O)Cn2nnc3ccccc32)cc1Br	1%	1%	-4%	-11%	1.2%	0%	i	1%	?	i	i
CCOC(=O)N1CCN(c2c(F)cc3[nH]c(=S)[nH]c3c2Br)CC1	?	0%	-1%	14%	-1.6%	0%	i	9%	i	i	i
O=C(O)Cc1ccc(C(=O)c2cccs2)s1	?	0%	14%	3%	1.8%	0%	i	3%	i	i	?
COC(=O)Cn1c(=O)sc2ccccc21	-4%	1%	0%	24%	-5.0%	1%	i	0%	i	i	?
CC1CN(Cc2nc3c(c(=O)n(C)c(=O)n3C)n2CC(=O)c2ccccc2)CC(C)O1 (stereo unspecified)	14%	0%	-5%	0%	-2.0%	-7%	i	2%	i	i	i
O=C(NC1CC1)c1ccc2c(c1)ncn2C1CCCC1	?	-20%	3%	-16%	-3.3%[57.5 µM]	-2%	i	5%	i	i	i
CCC(C)(C)n1nnnc1C(c1cccnc1)N1CCCc2ccccc21 (stereo unspecified)	-3%	0%	2%	10%	nt	-2%	i	1%	i	i	i
CCN1C(=O)c2ccccc2S(=O)c2ccc(C(=O)NC3CC3)cc21 (stereo unspecified)	?	-1%	-9%	-6%	0.5%	-1%	nt	-3%	nt	nt	nt
O=C(NCc1ccco1)C1CCCN(S(=O)(=O)c2cccc3nsnc23)C1 (stereo unspecified)	?	-1%	0%	22%	-0.1%	-2%	i	1%	i	i	i
COc1ccc(-c2nnn(CC(=O)NC3CCCc4ccccc43)n2)cc1OC (stereo unspecified)	10%	1%	4%	-18%	-0.6%	-1%	i	0%	i	i	?
COc1ccccc1-c1nnn(CC#N)n1	-7%	-1%	5%	-8%	nt	-2%	i	3%	?	i	i
O=C(O)Cn1ccnc1[N+](=O)[O-]	10%[7.6 µM]	2%[11.4 µM]	8%[9.17 µM]	-8%[11.5 µM]	3.2%[9.22 µM]	0%[11 µM]	i	4%[9.22 µM]	i	i	?
CN1CCN(c2ncc3nc(-c4cccs4)c(=O)n(Cc4cccs4)c3n2)CC1	?	1%[11.4 µM]	?	18%	?	?	?	2%[9.22 µM]	i	1.1e-08M*	i
Nc1nc2ccccc2n1CCN1CCCC1	-13%	6%	7%	-13%	1.9%	0%	i	-3%	i	i	i
O=C(COC(=O)c1ccco1)Nc1ccccc1	-3%	-2%	0%	11%	-1.7%	0%	i	2%	i	i	i
CCN(C(=O)Cn1c(=O)n2nc(CCn3nc(C)cc3C)nc2c2ccccc21)c1cccc(C)c1	-10%	0%	-3%	15%	-1.3%	2%	i	7%	i	i	?
CN1C(=O)C(CC(=O)Nc2ccc3c(c2)Cc2ccccc2-3)N(C)C1=O (stereo unspecified)	-7%	-3%	1%	-18%	0.0%	-2%	i	-2%	i	i	i
CCC(=O)Nc1c(-c2cccs2)c(=O)c2ccccc2n1C	3%	-2%	2%	-3%	-1.6%	-4%	i	6%	?	i	?
COc1ccccc1NC(=O)CSc1nnnn1-c1ccc2c(c1)OCO2	?	-3%	-1%	15%	0.6%	-4%	i	-3%	?	i	i
CCOc1ccc(OCc2ccc(C(=O)Nc3cccc(C)n3)o2)cc1	7%	3%	-4%	?	-1.5%	?	?	-2%	i	?	?
CCc1cc2c3c(c(=O)oc2cc1O)CCCC3	?	1%	-7%	-9%	0.4%	1%	3.9e-06M*	-3%	?	5.6e-06M*	?
COc1ccc(-c2ccc(-c3noc(-c4ccncc4)n3)c(OC)n2)cc1	17%	1%	-3%	-2%	-1.7%[57.5 µM]	-1%	1.7e-08M*	4%	i	2.4e-08M*	i
COc1ccccc1Nc1nc2c(s1)CCC2	-9%	-2%	0%	-26%	-0.1%[57.5 µM]	-7%	?	0%	i	?	i
Cc1cc(C(=O)CSc2nnc(-c3ccc(OC(F)F)cc3)o2)c(C)n1Cc1cccs1	?	1%	1%	-4%	-1.0%	-3%	i	1%	i	i	?
CCCCOc1ccc(C(=O)N2CCCCCC2)cc1	?	-15%	12%	-29%	1.2%	-2%	1.1e-07M*	-4%	?	8.8e-08M*	i
CSc1ccc(N2C(=O)NC3(CCCCC3)C2=O)cc1	2%	-5%	1%	-1%	nt	2%	i	-2%	i	i	i
O=C(Nc1ccccc1-c1ccccc1)NC1CCN(CC(=O)N2CCOCC2)CC1	-12%	-2%	4%	0%	0.4%[57.5 µM]	-3%	i	9%	i	i	i
COc1ccc(C2C(C#N)=C(N)OC3=C2C(=O)CCC3)c(OC)c1OC (stereo unspecified)	-5%	1%	3%	-17%	1.7%	-3%	i	-1%	i	?	?
CC(n1cnnn1)C12CC3CC(CC(C3)C1)C2 (stereo unspecified)	?	-3%	-2%	0%	-2.7%[57.5 µM]	3%	?	-5%	?	?	i
Cc1cccc(/N=C/c2c(O)c3ccccc3oc2=O)n1	29%	-13%	1%	0%	0.0%[57.5 µM]	-2%	1.1e-07M*	-2%	?	8.3e-08M*	i
c1ccc(COc2ccc(OCCn3cncn3)cc2)cc1	4%	-14%	5%	-5%	-0.7%	-2%	i	4%	i	i	i
Cc1nnc(SCC(=O)NCc2ccco2)[nH]c1=O	?	-1%	-4%	-6%	-2.7%	-5%	i	0%	?	?	i
O=C(Cn1nnc(-c2ccccc2F)n1)Nc1ccc2c(c1)OCO2	-4%	0%	6%	-10%	nt	0%	i	2%	i	i	i
CCN(CC)CCCN1C(=O)C(=O)/C(=C(/O)c2ccc(OC)c(Cl)c2)C1c1ccco1 (stereo unspecified)	1%	3%	-4%	45%[activator]	0.4%[57.5 µM]	?	i	0%	i	i	?
CCN(C(=O)CCc1nc(-c2ccccc2F)no1)c1cc(OC)ccc1OC	5%	2%	-11%	13%	1.1%	4%	i	9%	i	i	i
CCOC(=O)N1CCN(c2ccc(C(=O)CC)cc2F)CC1	0%	1%	16%	-7%	-5.5%	-1%	nt	-2%	nt	nt	nt
CC(C)NC(=O)CCNS(=O)(=O)c1ccc(Br)cc1	-4%	1%	-8%	22%	-0.9%[57.5 µM]	2%	i	-2%	i	i	i
C[C@@](N)(C(=O)O)c1ccc(C(=O)O)cc1	1%&-13%&-3%	-2%&1%&0%	4%&5%&-1%	-1%&13%	0.4%	-2%&-3%&-1%	i	0%&0%&-2%	?	i	?
CCOC(=O)N1CCN(C(=O)Nc2ccc3nc(C)sc3c2)CC1	2%	-1%	0%	-15%	0.1%	-3%	1.2e-08M*	-2%	i	1.3e-08M*	i
N#CC1=C(N)OC2=C(C(=O)CCC2)C12CCC1(CC2)OCCO1	-2%	1%	4%	-8%	-0.1%[57.5 µM]	-8%	i	3%	i	i	i
CCOC(=O)N1CCN(S(=O)(=O)c2ccc(C(=O)Nc3sc4c(c3C#N)CCC4)cc2)CC1	-1%	2%	1%	3%	-1.0%	-4%	6.3e-08M*	2%	i	5.8e-08M*	i
COc1ccccc1N1CC(C(=O)OCC(=O)c2ccc(F)cc2)CC1=O (stereo unspecified)	-15%	1%	1%	-6%	-0.5%	-2%	i	0%	i	?	?
CCOc1ccc2[nH]c(=O)c(CN(Cc3nnnn3Cc3ccccc3)CC3CCCO3)cc2c1 (stereo unspecified)	-2%	2%	-1%	1%	0.3%	-3%	1.2e-07M*	-4%	?	1.5e-07M*	i
c1ccc2[nH]c(-c3cscn3)nc2c1	?	-18%[25.5 µM]	0%	-1%	-1.3%	-2%	i	-4%[20.6 µM]	?	i	?
O=C(O)CCCNS(=O)(=O)c1cccs1	-2%	-2%	-4%	2%	0.2%[57.5 µM]	-1%	i	0%	i	i	i
COc1ccc(CNC(=O)CCn2c(=O)oc3ccccc32)cc1	3%	-1%	15%	-2%	2.2%	2%	i	-1%	i	i	i

Assay outcomes from PubChem BioAssay.
